# HGIII-sPLA2 inh: human group III sPLA2 inhibitors, primary screen, biochemical, QFRET, BODIPY PC-A2 liposome substrate; inhibition, % at 12.2 µM; QFRET BODIPY PC-A2 liposome hydrolysis, fluorescence; hit rate 0.56% among 370,000;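 active means inhibition above mean plus 3 SD of compounds lying within the high and low control bounds, cut at about 19% in these data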;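 further: 0% = median of test compound wells and 100% = no enzyme DMSO wells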
# Target sequence (Q9NZ20 whole entry, looked up): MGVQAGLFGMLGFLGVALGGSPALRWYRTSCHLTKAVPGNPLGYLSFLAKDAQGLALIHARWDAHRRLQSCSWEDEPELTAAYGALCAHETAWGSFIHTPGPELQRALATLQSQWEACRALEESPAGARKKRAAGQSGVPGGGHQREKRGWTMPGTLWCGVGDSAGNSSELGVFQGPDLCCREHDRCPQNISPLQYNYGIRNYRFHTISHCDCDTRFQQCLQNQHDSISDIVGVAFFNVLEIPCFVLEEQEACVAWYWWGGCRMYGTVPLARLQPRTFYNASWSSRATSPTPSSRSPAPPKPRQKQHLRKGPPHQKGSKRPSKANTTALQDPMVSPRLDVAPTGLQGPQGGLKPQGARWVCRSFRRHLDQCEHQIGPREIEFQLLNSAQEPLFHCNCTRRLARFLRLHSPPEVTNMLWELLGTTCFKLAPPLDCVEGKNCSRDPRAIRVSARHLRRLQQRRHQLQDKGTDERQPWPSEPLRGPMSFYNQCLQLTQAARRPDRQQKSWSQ
# PLCb3 inh: human PLC-beta3 inhibitors, primary screen, biochemical, fluorescence | Purified PLC-beta3, fluorogenic substrate | inhibition, % at 12.2 µM | AID 720704, 2013 | 1-phosphatidylinositol 4,5-bisphosphate phosphodiesterase beta-3 (Homo sapiens), Q01970 | hit rate 0.18% among 370,000; in the data active means inhibition above about 11%;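 further: 0% = median of compound wells on plate and 100% = full blocker control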
# DAX1 inh-1: DAX1 (NR0B1) inhibitors on StAR promoter, primary screen, cell-based, luminescence, SF-1 (NR5A1), full-length DAX-1 | HEK293T StAR-luciferase reporter, SF-1/DAX-1 repression relief | inhibition, % at 6.8 µM | hit rate 1.1% among 370,000 | AID 652010, 2013;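 active means inhibition above the mean over all tested compounds plus 3 SD, cut at about 3.6% in these data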;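 further: 0% = DAX-1 cells with DMSO and 100% = cells lacking DAX-1 with DMSO; higher inhibition means more luminescence from relief of DAX-1 repression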
# hcDAF-12 act: H. contortus DAF-12 nuclear receptor activators, primary screen, cell-based, luminescence, HEK293, lit1-tk-luc reporter; HEK293 hcDAF-12 lit1-tk-luc reporter; 0% DMSO, 100% Δ7-dafachronic acid; AID 652067, 2013; activation, % at 6.8 µM; hit rate 1.4% among 370,000;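 active means activation above the mean of all tested compounds plus 3 SD, cut at about 5.5% in these data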;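 further: 100% = response to 3 µM Δ7-dafachronic acid high control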
# DAX1 inh-2: DAX1 (NR0B1) inhibitors, primary screen, cell-based, HEK293, Gal4-DAX1, luciferase luminescence. AID 504766, 2011. Nuclear receptor subfamily 0 group B member 1 (Homo sapiens), P51843. inhibition, % at 6.75 µM. hit rate 0.99% among 340,000. HEK293 Gal4-DAX1 luciferase reporter;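 active means inhibition above the mean over all tested compounds plus 3 SD, cut at about 4.2% in these data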;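 further: 0% = DAX1-transfected cells with DMSO and 100% = empty-vector control cells with DMSO; inhibition shows as a rise in luminescence from relieved DAX1 repression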
# Target sequence (P51843 207-470 limits assumed): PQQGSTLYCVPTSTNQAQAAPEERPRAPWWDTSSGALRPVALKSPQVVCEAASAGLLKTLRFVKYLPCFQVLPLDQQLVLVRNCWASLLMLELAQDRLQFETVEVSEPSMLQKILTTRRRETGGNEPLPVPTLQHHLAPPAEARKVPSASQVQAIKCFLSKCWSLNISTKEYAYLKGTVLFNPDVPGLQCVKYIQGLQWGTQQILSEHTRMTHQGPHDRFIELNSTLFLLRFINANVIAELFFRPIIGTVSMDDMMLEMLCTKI
# Rev-erbA mod: modulators of Rev-erb alpha DNA binding, primary screen, biochemical, FITC-DNA, fluorescence polarization, uHTS; AID 1259318, 2017; hit rate 0.79% among 370,000; Nuclear receptor subfamily 1 group D member 1 (Homo sapiens), P20393; activity, % at 10 µM; Rev-erbα–FITC-DNA binding, 90 min;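 active means activity above about 14%, limit read from the data; passing the limit was not always enough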;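 further: 0% = DMSO wells with 35 nM protein and 100% = DMSO wells with 750 nM protein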
# SMARCA2 activ: SMARCA2 (BRM) function activators, primary screen, cell-based, luminescence, high throughput. MG213 cells, MMTV-luciferase reporter, dexamethasone, overnight. activation, % at 9.1 µM. hit rate 1% among 370,000; in the data active means activation above about 7.8%;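 further: 0% = vehicle wells and 100% = reference activator wells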
# PG9 Ab binder: binders of HIV-1 gp120 antibody PG9, primary screen, biochemical, TR-FRET; HIV-1 gp120 / PG9 antibody interaction; TR-FRET gp120-PG9 antibody binding; inhibition, % at 6.7 µM; hit rate 0.43% among 360,000; in the data active means inhibition above about 8.5%
# hgDAF-12 ag: H. glycines DAF-12 receptor agonists, primary screen, cell-based, luminescence, HEK293, GAL4 fusion, UAS-luciferase. Nuclear hormone receptor DAF-12 (Heterodera glycines), GAL4 fusion. HEK293 GAL4-hgDAF12 UAS-luciferase reporter, agonist luminescence; normalized to butyrate control. activation, % at 6.8 µM. hit rate 1.8% among 370,000. AID 687014, 2013;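 active means activation above a cutoff set at the mean of all screened compounds plus 3 SD, cut at about 10% in these data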;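 further: 0% = DMSO wells and 100% = sodium butyrate wells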
# GAA850 FXN act: FXN promoter activators, primary screen, cell-based, luciferase luminescence, HEK293 lucGAA850. HEK293 lucGAA850 FXN promoter luciferase reporter, 24 h; percent of 10 µM SAHA response. AID 540364, 2011. activation, % at 6 µM. hit rate 0.56% among 360,000;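 active means activation above the average of all compounds screened plus 3 SD, cutoff fixed separately per campaign, cut at about 7.5% in these data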;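 further: 0% = DMSO wells and 100% = 10 µM SAHA wells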
# ssDAF-12 act: S. stercoralis DAF-12 nuclear receptor activators, primary screen, cell-based, luminescence, HEK293, GRIP1 co-expression, lit1-tk-luc; AID 652126, 2013; activation, % at 6.8 µM; hit rate 1% among 370,000; HEK293 ssDAF-12/GRIP1 lit1-tk-luc reporter; % of 3 µM dafachronic acid response; Nuclear hormone receptor DAF-12 (Strongyloides stercoralis);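 active means activation above the mean over all tested compounds plus 3 SD, cut at about 0.9% in these data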;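 further: 0% = DMSO-only wells and 100% = 3 µM delta7-dafachronic acid wells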
# An asterisk follows results filed as active; i = inactive; . = no result given. Random draw from the library; any-hit rate near 7%.
SMILES,HGIII-sPLA2 inh,PLCb3 inh,DAX1 inh-1,hcDAF-12 act,DAX1 inh-2,Rev-erbA mod,SMARCA2 activ,PG9 Ab binder,hgDAF-12 ag,GAA850 FXN act,ssDAF-12 act
O=C(CSc1n[nH]c(-c2ccco2)n1)Nc1ccc(F)cc1,2,-11,-0.7,-0.2,-0.7,-1,-4,0.0,-2.1,0.2,-1.1
CCNC(=O)CP(=O)(c1ccccc1)c1ccccc1,1,1,0.0,1.9,0.2,-4,-2,-0.9,1.2,0.1,-1.5
NS(=O)(=O)c1cccc(NC(=O)COC(=O)/C=C/c2ccco2)c1,0,0,-0.5,0.2,1.8,3,1,-2.6,-2.2,-0.2,-1.3
CCOC(=O)C1(Cc2ccccc2)CCN(Cc2ccnc3ccccc23)CC1,2,2,-3.5,-4.5,.,-4,-8,.,-4.8,.,-2.2
CCc1ccccc1NC(=O)c1ccc([N+](=O)[O-])s1,0,2,-2.5,-2.0,-1.0,-5,-5,-1.4,-5.4,-0.8,-1.1
CC(C)NC(=O)N(C)C[C@H]1Oc2ccc(NC(=O)Nc3ccccc3)cc2C(=O)N([C@@H](C)CO)C[C@@H]1C,-1,1,-0.3,-1.2,1.0,5,-1,0.5,1.6,0.2,-1.6
O=C(NCc1ccc(F)cc1)Nc1ccccc1,3,-5,1.6,0.6,0.8,3,0,0.2,9.2,4.5,-0.3
O=C(CSc1ccc(-c2ccc(F)cc2)nn1)NCC1CCCO1 (stereo not given),5,2,0.4,-0.7,0.7,-6,0,-1.9,2.2,-0.7,-1.2
COC(=O)CCC(NC(=O)OCc1ccccc1)C(=O)NC(CC(C)C)C(=O)OC (stereo not given),1,5,0.3,0.6,1.8,0,-2,0.1,-1.2,-2.7,-1.4
COc1ccc(N(CC(=O)Nc2cccc(OC)c2)S(=O)(=O)c2c(C)nn(C)c2C)cc1,-9,-2,-0.5,0.3,2.9,0,1,0.7,-0.5,-3.0,-0.8
O=C1CCCN1c1ccc(S(=O)(=O)N2CCN(c3ccccn3)CC2)cc1,3,3,-1.4,-1.8,-1.6,0,4,-0.5,-4.3,-1.6,-1.4
COc1ccc(C(C)(C)C)cc1NC(=O)CN(C)C1=NS(=O)(=O)c2ccccc21,-7,1,-0.8,1.2,0.3,-2,-2,-1.4,0.4,1.6,-1.3
CCOP(=O)(OCC)c1nc(/C=C/c2ccccc2)oc1NCc1ccccc1,-8,i,-0.8,-2.5,-1.3,-2,-1,0.8,-2.7,1.4,-1.2
O=C(c1ccc2c3c(cccc13)CC2)C1CCCN(C(=O)c2cccnc2)C1 (stereo not given),-1,-109,-0.5,-3.0,1.4,-3,-5,-2.4,-1.0,1.8,-2.0
COc1ccc(-c2cn3cccnc3n2)cc1NC(=O)C(C)C,-1,i,-0.8,-1.7,-1.0,-2,-2,-2.3,2.9,1.3,-1.4
Cc1nnc(Nc2ccc(Cl)c(C(F)(F)F)c2)[nH]c1=O,9,-1,-0.4,-1.7,0.9,-5,-1,-0.2,-2.3,1.9,-1.3
CC[N+](CC)(CCO)CCCN1C(=O)C2CC=C(Cl)CC2C1=O (stereo not given),10,0,-0.3,0.0,2.5,-4,-1,1.4,-2.4,-0.5,-1.2
CC1CN(S(=O)(=O)c2ccc(C(=O)Nc3ccc(S(=O)(=O)Nc4nccs4)cc3)cc2)CC(C)O1 (stereo not given),-36,1,1.8,1.5,3.1,-1,1,-3.3,-1.8,0.2,-0.6
CSc1nc(=O)[nH]nc1Sc1ccccc1,-4,1,-0.5,-0.7,-0.5,8,-2,0.8,-2.1,1.0,-1.1
COc1ccc(/C=C(/C(=O)NCc2ccccc2)c2ccccc2)cc1,-8,-1,-0.1,-1.3,-0.7,3,-4,-3.2,-2.2,1.0,-2.0
CC(=O)c1c(C)[nH]c(C(=O)CSc2nc3ccc(C)cc3[nH]2)c1C,-25,-1,-1.0,-2.3,-0.8,-4,-2,0.8,2.1,-1.2,-1.3
COc1ccc2cc(-c3ccccc3F)ncc2c1,-5,-6,2.8,11*,1.8,0,7,-2.0,16*,5.1,1.1*
CCOc1ccc2oc(C(=O)OCC(=O)NCC3CCCO3)c(C)c2c1 (stereo not given),13,-179,-0.1,0.3,-0.6,-8,-3,-2.2,3.7,2.9,-0.7
CCOC(=O)C(=O)Nc1sc(C(=O)N2CCOCC2)c(C)c1C#N,7,7,-0.2,-0.1,-0.4,0,0,-2.1,0.7,2.8,-1.0
Cc1ccc(S(=O)(=O)NCc2ccccc2)cc1C(=O)NCc1ccncc1,-5,-2,0.4,-1.1,1.3,-7,2,0.7,1.0,-1.3,-1.4

# A few values from the list:
# `COc1ccc2cc(-c3ccccc3F)ncc2c1` @ Rev-erbA mod: 0
# `O=C1CCCN1c1ccc(S(=O)(=O)N2CCN(c3ccccn3)CC2)cc1` @ hgDAF-12 ag: -4.3
# `CCOc1ccc2oc(C(=O)OCC(=O)NCC3CCCO3)c(C)c2c1` (stereo not given) @ DAX1 inh-2: -0.6

# Single records, from the list above:
# CCc1ccccc1NC(=O)c1ccc([N+](=O)[O-])s1 as listed: HGIII-sPLA2 inh = 0; PLCb3 inh = 2; DAX1 inh-1 = -2.5; hcDAF-12 act = -2.0; DAX1 inh-2 = -1.0; Rev-erbA mod = -5; SMARCA2 activ = -5; PG9 Ab binder = -1.4; hgDAF-12 ag = -5.4; GAA850 FXN act = -0.8; ssDAF-12 act = -1.1
# O=C(c1ccc2c3c(cccc13)CC2)C1CCCN(C(=O)c2cccnc2)C1 (stereo not given) as listed: HGIII-sPLA2 inh = -1; PLCb3 inh = -109; DAX1 inh-1 = -0.5; hcDAF-12 act = -3.0; DAX1 inh-2 = 1.4; Rev-erbA mod = -3; SMARCA2 activ = -5; PG9 Ab binder = -2.4; hgDAF-12 ag = -1.0; GAA850 FXN act = 1.8; ssDAF-12 act = -2.0

# Going on with the list:
SMILES,HGIII-sPLA2 inh,PLCb3 inh,DAX1 inh-1,hcDAF-12 act,DAX1 inh-2,Rev-erbA mod,SMARCA2 activ,PG9 Ab binder,hgDAF-12 ag,GAA850 FXN act,ssDAF-12 act
O=C1CCC[C@H]2Cc3nc4cccc(Cl)c4cc3C[C@]23CCCN13,3,2,.,-2.5,.,5,.,.,2.3,.,-1.4
O=C(O)C1Sc2[nH]c(=O)sc2C2c3cc(Cl)ccc3OC(=O)C12 (stereo not given),3,-23,0.8,0.8,0.0,-1,-3,-0.2,1.7,0.4,-1.3
COc1ccc(CC(N)c2csc(Nc3cc(NCc4ccco4)ncn3)n2)cc1 (stereo not given),-1,-10,-0.7,0.1,.,-3,-3,-0.7,-0.9,-3.5,-1.4
O=C(OCC(=O)C12CC3CC(CC(C3)C1)C2)c1cnccn1,5,3,1.4,-0.7,-0.4,-1,-3,-0.5,0.9,3.1,-0.2
O=C(O)C1CCCCC1C(=O)Nc1ccccc1Nc1ccccc1 (stereo not given),2,-100,-0.5,-1.6,1.2,0,1,-2.1,2.6,-1.4,-1.4
CN(C)CCCNC(=O)COc1ccc(Br)cc1Cl,-1,1,0.4,-0.5,1.1,-2,1,0.5,-0.4,2.6,-0.7
Cc1nn(-c2ccccc2)c(C)c1NC(=O)COc1cc(F)ccc1[N+](=O)[O-],2,-5,-2.3,-0.5,-1.8,1,-3,0.0,-0.7,-0.8,-1.6
Cc1cccc(NC(=O)c2cc(-c3ccco3)nc3ccccc23)n1,8,i,-0.1,-1.9,-1.0,-5,0,1.1,-1.9,-1.0,-1.2
C[C@H]1C=C(C(=O)N2CCOCC2)O[C@@H](OCc2ccc(CO)cc2)C1,6,4,-0.2,-2.2,1.1,-6,0,2.2,-0.5,-1.0,-1.3
Cn1ncc2c(Nc3ccc4ccccc4c3)ncnc21,-6,-83,2.1,1.9,2.4,1,8,-1.4,12*,4.2,-1.6
O=C(N/C(=C/c1cccnc1)C(=O)N1CCOCC1)c1ccccc1F,-1,-7,0.0,-0.8,0.3,-3,-2,-1.0,-1.3,-0.7,-0.8
O=C(Cc1cccs1)NCc1ccc2c(c1)OCO2,6,-1,0.8,0.3,0.4,0,0,-1.8,5.0,6.0,-0.4
CC(=O)Nc1ccc(S(=O)(=O)NCCC(=O)N2CCCCC2)cc1,11,0,0.1,-0.9,0.8,2,-1,-0.3,-0.3,0.9,-1.1
CCOc1ccc(C(=O)NC(=S)Nc2ccc(NC(=O)c3ccco3)c(C)c2)cc1[N+](=O)[O-],4,0,0.0,0.1,1.7,2,-3,-0.6,-4.1,-1.2,-1.5
O=C(NCc1ccncc1)Nc1ccc(Cc2ccc(NC(=O)NCc3ccncc3)cc2)cc1,-17,0,0.3,-1.3,1.4,3,-5,0.0,1.4,-2.4,-1.6
OC(CN1CCN(c2ccccc2)CC1)Cn1c2ccccc2c2ccccc21 (stereo not given),5,4,-0.5,-1.3,1.0,3,-1,-1.9,0.8,-1.4,-0.9
C=CCN(C(=O)CCC(=O)Nc1cc(C)on1)C(C(=O)NC(C)(C)C)c1cccc(OC)c1OC (stereo not given),2,1,0.2,-2.7,-0.4,5,0,1.2,-1.7,-4.2,-1.1
CCOC(=O)C1=C(C)NC(=O)NC1c1ccc(OCC(=O)OC)c(OC)c1 (stereo not given),-1,1,-0.2,-1.7,2.1,-2,1,1.4,3.8,-0.4,-0.8
Cn1c(=O)c2c(ncn2CC(=O)OCC(=O)c2ccc(Br)cc2)n(C)c1=O,-10,-9,1.6,0.7,0.2,-5,-3,-2.8,2.1,0.2,-0.9
Cc1cc(/C=C2\SC(=O)N(C)C2=O)c(C)n1-c1ccc(O)cc1,-9,-25,-0.8,-2.8,1.3,6,0,-0.8,-3.1,-6.6,-1.7
S=C(NCc1ccc2c(c1)OCO2)Nc1ccc2nsnc2c1,-12,-43,-0.4,-0.3,-1.0,0,-5,-9.3,1.6,5.4,-1.1
CNC(=O)c1nn(-c2ccc(C)cc2)ccc1=O,8,-16,-0.3,-1.1,1.1,-7,0,-2.4,1.9,-0.6,-0.4
C/C(=N\NC(=O)NC1CCCCC1)C1CCCCC1,-3,2,-0.1,-0.2,0.4,0,0,-0.4,-0.8,0.5,-0.9
CC(C)NC(=O)c1ccc(-c2ccccc2C(F)(F)F)o1,3,2,1.0,0.9,-0.6,3,1,1.2,5.5,6.2,-1.4

# Assay outcomes (PubChem BioAssay)
